# TAG inh: reduces triacylglycerol accumulation in H9c2 cells. Nile Red lipid (TAG) fluorescence; cells loaded with 200 µM oleic acid. inhibition, % at 12.5 µM. 230,000 tested, 0.66% active;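 active = pattern-corrected inhibition of lipid staining of at least 50% with the nuclear-stain viability signal not falling by more than 50%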;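 also: 0% = DMSO wells and 100% = triacsin C control wells; some results filed as inactive read as strong as hits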
# TAG inh DAPI viability: second read-out of TAG inh, no call of its own (marks repeat the call); DAPI nuclei signal change (viability), lower = more cytotoxic, %;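 whole-well DAPI fluorescence read on a plate reader as a viability signal; minus 50 percent equals half of cells still viable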
# * marks the source's active call; other numbers are inactive results. Some of the compounds tested. The share of hits here may be higher or lower than overall.
structure,TAG inh,TAG inh DAPI viability
CCN(Cc1nc2ccccc2c(=O)[nH]1)C(=O)c1ccc(C)c(NC(=O)c2ccco2)c1,-5.1,0.4
C=CC[C@@H](CC(=O)OC(C)(C)C)C(=O)OC[C@H]1CCCN1C(=O)[C@@H](CC=C)CC(=O)NCCO,3.3,2.2
O=C(NN1CCOCC1)c1sc2cccc(F)c2c1Cl,-4.1,106.8
Fc1ccc(C(c2nnnn2CCc2ccccc2)N2CCCc3ccccc32)cc1 (configuration not stated),-21.6,-1.9
COc1cc2c(cc1[N+](=O)[O-])-c1ccc([N+](=O)[O-])cc1C2=NO,39.0,6.5
Clc1ccc(-c2noc(CN3CCOCC3)n2)cc1,-20.4,13.0
O=C(CNS(=O)(=O)c1ccccc1)Nc1ccccc1Br,1.5,4.5
N#CCCn1c(SCC(=O)NCC2CCCO2)nc2ccccc21 (configuration not stated),2.1,-2.3
Cc1ccc(-n2cc3ccc([N+](=O)[O-])cc3n2)cc1,-12.3,15.3
Cc1cccc(C(C)C)c1NC(=O)CSc1ncnc2[nH]ncc12,9.6,1.6
CCOC(=O)c1ccc(NC(=O)CSc2nnc(CNC(=O)c3c(F)cccc3Cl)o2)cc1,-8.5,1.5
O=C(N/N=C/c1cccc(OCc2ccccc2)c1)c1ccc(Br)o1,-2.7,1.4
O=C(COC(=O)C1CC(=O)N(Cc2ccccc2)C1)Nc1ccc([N+](=O)[O-])cc1Br (configuration not stated),1.8,-6.5
CCOC(=O)c1ccc(NC(=S)NNC(=O)c2cc(-c3cccnc3)nc3ccccc23)cc1,10.6,-3.0
CC(=O)Nc1ccccc1C(=O)C(=O)NCCc1ccccc1,2.3,2.6
Cc1cccc(N2CCN(C(=O)COc3noc4nc(C)cc(C)c34)CC2C)c1 (configuration not stated),4.8,-2.7
O=C(NCCCN1CCOCC1)c1cn(-c2ccccc2)nc1-c1ccc(F)cc1,-8.3,7.3
N#Cc1ccc(CSc2nnc(-c3ccncc3)n2CCc2ccccc2)cc1,7.1,-0.7
CC(C)OC(=O)c1cn(-c2ccccc2)nc1-c1ccc2c(c1)OCCO2,16.1,5.2
CCc1ccc(/C=C\C(=O)N2CCCC2)cc1,21.4,-5.1
CC(C)(CNC(=O)c1cccs1)N1CCOCC1,-14.7,-0.1
O=C(c1ccc(Cl)s1)N1CCN(C23CC4CC(CC(C4)C2)C3)CC1,8.1,3.6
CC(Sc1nnc(C2CC2)n1C1CC1)C(=O)Nc1ccc(C(N)=O)cc1 (configuration not stated),-4.2,5.0
COCC(=O)N1CCCC(CNS(=O)(=O)c2ccc(OC)cc2)C1 (configuration not stated),13.7,-15.3
CC(C)n1cc(CN2CCCC(C(=O)Nc3ccccc3Oc3cccnc3)C2)cn1 (configuration not stated),-12.5,11.6
O=C(Cc1c(Cl)cccc1Cl)OCC(=O)N1CCc2ccccc2C1,6.0,12.5
Cc1onc(-c2ccccc2)c1C(=O)N1CCCC(C(F)(F)F)C1 (configuration not stated),-23.6,16.2
O=C(COc1ccccc1F)NNC(=O)c1ccc2c(=O)n3c(nc2c1)CCC3,-2.6,-4.8
COc1ccc(S(=O)(=O)N2CCCCC2)cc1NC(=O)CN1C(=O)NC(C)(C2CC2)C1=O (configuration not stated),-3.7,-1.7
Cc1n[nH]c(=O)c2c(NC(=O)CSc3nnc(-c4ccco4)n3C)oc(C)c12,-9.9,-5.5
CC(=O)OCC(=O)[C@@]1(OC(C)=O)[C@@H](C)C[C@H]2[C@@H]3C[C@H](F)C4=CC(=O)C=C[C@]4(C)[C@@]3(F)[C@@H](O)C[C@@]21C,26.1,7.6
CCSc1nnc(NC(=O)Cn2cnc3ccccc3c2=O)s1,0.6,-0.3
CCc1ccc(S(=O)(=O)NCCc2csc(-c3cccnc3)n2)s1,-17.0,8.9
COc1cc(C(=O)NCC(=O)OCC(=O)c2ccc[nH]2)cc(OC)c1OC,7.3,2.6
CC(=O)Nc1ccc(C(=O)OCc2ccc(Br)cc2)cc1,10.5,-16.0
COC(=O)[C@@]1(C)[C@H]2C(=O)N(Cc3ccccc3)C(=O)[C@H]2[C@H]2CN(C)C(=NC3CCCCC3)N21,-5.3,-0.1
CC#CCOC(=O)c1c(C)nc2sc3c(c2c1N)CCC(O)C3 (configuration not stated),4.9,8.6
COc1ccc(OCCSc2nc(C)c(Cc3ccccc3)c(=O)[nH]2)cc1,-4.9,-5.4
O=S(=O)(Nc1ccc(Cl)cn1)c1ccccc1,13.5,-2.9
CC1=CC(=O)N(c2cccc3c(N4C(=O)C=C(C)C4=O)cccc23)C1=O,9.8,-4.3
O=C(CCCn1c(=O)[nH]c2ccsc2c1=O)N1CCN(Cc2ccc3c(c2)OCO3)CC1,-1.1,0.2
CCCNC(=O)NC(=O)CSc1nc2cc(C(=O)OC)ccc2c(=O)n1-c1ccccc1,0.2,-6.6
Nc1nonc1OCCN1CCN(c2ccc([N+](=O)[O-])c3cccnc23)CC1,15.8,-1.0
O=C(Cc1ccccc1)Nc1ccc(NC(=S)NC(=O)c2ccccc2)cc1,15.2,3.6
Cc1ccc(NC(=O)C2CCCN2S(=O)(=O)c2cccc3cccnc23)cc1F (configuration not stated),3.7,-1.1
Cc1ccc(NCC(=O)N/N=C/c2ccncc2)cc1,6.5,-3.6
O=C(NCC(c1cccs1)N1CCOCC1)C1CCN(S(=O)(=O)c2ccccc2C(F)(F)F)CC1 (configuration not stated),12.7,-4.3
O=C(c1ccco1)N1CCN(C2CN(Cc3ccc([N+](=O)[O-])cc3)S(=O)(=O)C2)CC1 (configuration not stated),11.4,7.5
O=C(Nc1ccc(S(=O)(=O)Nc2nccs2)cc1)c1ccccc1OC(F)F,5.8,-5.0
O=C(CCCOc1ccc(Cl)cc1)N1CCOCC1,2.9,-1.5
COCCN(CCOC)S(=O)(=O)c1ccc(/C(O)=C(\C#N)c2nc3ccccc3[nH]2)cc1,2.6,1.6
C[C@@H](NC(=O)Cn1cnc2c(OCc3ccccc3)ncnc21)c1cccc2ccccc12,7.1,-17.7
CC(Nc1cc(N2CCOCC2)ccc1[N+](=O)[O-])c1ccccc1 (configuration not stated),-6.4,6.8
COc1cccc(-c2nc(CS(=O)(=O)c3ccccc3)no2)c1,2.5,3.3
NS(=O)(=O)c1ccc(NC(=O)CN2C(=O)C3C4C=CC(C4)C3C2=O)cc1 (configuration not stated),-1.7,11.0
CC1(c2nnc(-c3ccc(F)cc3)o2)CC(c2ccccc2)=NO1 (configuration not stated),-16.7,0.9
COc1cc(NC(=O)COC(=O)[C@@H]2CCCN2S(=O)(=O)c2ccc(Cl)cc2)cc(OC)c1OC,-1.3,0.4
CCNc1nc(SC(C)C(=O)OC)nc(N2CCOCC2)n1 (configuration not stated),3.1,-9.6
CSc1nc(C)c2c(n1)N(c1ccc(O)cc1)CC2,4.9,-8.4
O=C(CCN1C(=O)S/C(=C\c2cccs2)C1=O)Nc1nccs1,0.1,7.0

# Other records.
structure,TAG inh,TAG inh DAPI viability
NC(=O)C1=C[C@@H](c2coc3ccccc3c2=O)C[C@@H](OCc2ccc(CO)cc2)O1,-8.5,2.1
COc1ccc(CCC(=O)Nc2ccc(C)c(S(=O)(=O)N(C)C)c2)cc1OC,-7.7,-2.1
CCN1CCN(C(c2cccs2)C(C)NC(=S)Nc2cc(C)ccc2C)CC1 (configuration not stated),-5.8,11.2
C=Cn1cc[n+](CC(=O)c2ccc(OC)cc2)c1,-10.8,3.5
O=C(Nc1ccc(F)cc1F)c1c(C(F)(F)F)ccnc1Oc1cccc(C(F)(F)F)c1,10.4,-9.9
O=C(C=Cc1ccccc1)c1c[nH]c2ccccc2c1=O,12.8,-12.3
Cc1csc(SCC(=O)Nc2cc(S(=O)(=O)N3CCCC3)ccc2Cl)n1,-6.7,2.4
Cc1nn(C)c(C(=O)N/N=C/c2cccc(Oc3ccccc3)c2)c1Br,-1.5,1.6
CCCN(CCC)S(=O)(=O)c1nc2nc(C)cc(C)n2n1,-0.1,0.5
OC1=C(O)c2nc3cc(F)ccc3nc21,-9.7,19.5
Nc1ccc(-c2nc3c(Cl)cc(N)cc3[nH]2)cc1,21.5,13.5
COc1ccc(CNC(=O)C(C)OC(=O)Cn2cnc3c2c(=O)n(C)c(=O)n3C)cc1 (configuration not stated),-6.3,-6.5
Cc1cccc(Nc2nc(N)nc(-c3oc4ccccc4c3C)n2)c1,20.2,7.2
O=C(CN1C(=O)NC2NC(=O)NC21)NC1CCCCC1 (configuration not stated),-4.7,2.6
Cn1c(=O)c2c(nc(NCC3CCCO3)n2Cc2ccccc2)n(C)c1=O (configuration not stated),-5.7,-11.0
O=C(c1cc2cc(C(F)(F)F)ccc2s1)N1CCOCC1,8.8,-7.1
O=C(Nc1ccccc1)c1ccc(NCCN2CCOCC2)c(S(=O)(=O)N2CCOCC2)c1,25.6,-0.8
COc1cc(N)cc(NC(=O)c2ccncc2)c1,9.0,-2.4
CCn1nc(C(=O)Nc2cccc(C(F)(F)F)c2)c(Cl)c1Cl,20.6,-11.1
O=C(Nc1nccs1)c1cc([N+](=O)[O-])ccc1Cl,32.4,-13.4
O=C(CSc1nnc(Cc2cc(=O)[nH]c(=O)[nH]2)n1-c1ccccc1)NCC1CCCO1 (configuration not stated),3.9,2.3
O=C(Nc1ccc(Cl)cc1)c1ccc2c(=O)n3c(nc2c1)CCCCC3,-3.0,0.3
CCN(C(=O)COC(=O)c1ccc(C)c(S(=O)(=O)N2CCOCC2)c1)C1CCS(=O)(=O)C1 (configuration not stated),11.7,-7.0
CC(C(=O)N1CCCC1)N(C)CC(=O)Nc1cccc(F)c1 (configuration not stated),-32.8,2.1
NS(=O)(=O)c1cccc(NC(=O)CSc2nnc(-c3ccccc3)o2)c1,0.4,4.8
Nc1nc(SCc2ccccn2)c2ncn(C3CCCC3)c2n1,-19.4,-0.6
O=C1c2sc3nc4n(c(=O)c3c2CCC1Br)CCCCC4 (configuration not stated),-7.7,12.2
Cc1ccc(SCCNC(=O)CN(c2ccc3c(c2)OCO3)S(C)(=O)=O)cc1,7.3,6.1
Cc1cc(=O)[nH]c(-n2[nH]c(C)cc2=O)n1,0.2,-4.1
CN(Cc1nc(Cc2cccc(C(F)(F)F)c2)no1)C1CC(C)(C)NC(C)(C)C1,12.2,0.8

# Entries of single compounds, quoted from the list:
# Shown for `CC(=O)OCC(=O)[C@@]1(OC(C)=O)[C@@H](C)C[C@H]2[C@@H]3C[C@H](F)C4=CC(=O)C=C[C@]4(C)[C@@]3(F)[C@@H](O)C[C@@]21C` = TAG inh = 26.1; TAG inh DAPI viability = 7.6
# Shown for `CC(C)n1cc(CN2CCCC(C(=O)Nc3ccccc3Oc3cccnc3)C2)cn1` (configuration not stated) = TAG inh = -12.5; TAG inh DAPI viability = 11.6

# Next part:
structure,TAG inh,TAG inh DAPI viability
CC(=O)CC(C)(C)n1nnc(-c2ccccc2)n1,16.6,46.6
O=C(CCSCCC(=O)NN=Cc1ccc(F)cc1)NN=Cc1ccc(F)cc1,-7.7,6.1
O=S(=O)(c1ccc(F)cc1)N1CCN(C(=S)NC2CC2)CC1,-24.9,-1.8
Cc1cc(C)c(NC(=O)CNC(=O)COC(=O)C2CCN(c3ccc(C(F)(F)F)cn3)CC2)c(C)c1,3.4,2.7
Cc1cc(OC(C)C(=O)NCC2CCCO2)cc(C)c1Cl (configuration not stated),5.2,0.8
CCC(=O)c1ccc(OCC(=O)Nc2ccc(N3CCOCC3)cc2N2CCOCC2)cc1,2.4,-4.9
CCOC(=O)c1cc(-c2ccc(OC)cc2OC)nn1-c1ccc(C(=O)O)cc1,0.8,-8.2
O=C1CCC(C(=O)NCc2ccc3c(c2)OCO3)N1 (configuration not stated),0.4,-3.9
COc1ccc(C(=O)C(Sc2nnc(C)c(=O)[nH]2)c2ccc(OC)cc2)cc1 (configuration not stated),3.7,-8.2
O=c1c2ccccc2oc2nc(C3CCCCC3)n(Cc3ccco3)c(=O)c12,13.6,-4.5
Cc1ccc(C(=O)CSc2nnc(-c3ccccc3N)n2C)cc1C,-2.7,-0.1
O=C(COC(=O)c1n[nH]c2ccccc12)NCc1ccccc1,48.4,-4.7
Cn1c(=O)[nH]c(=O)c2c1nc(NCCCn1ccnc1)n2Cc1ccccc1,11.3,-3.8
CCCCNc1c(-c2ccc(SC(C)CC)cc2)nc2cnccn12 (configuration not stated),-0.3,136.2
COc1ccc(S(=O)(=O)N2CCCC2CNC(=O)C(=O)NCc2ccco2)cc1 (configuration not stated),-8.3,9.0
COc1ccccc1C(=O)NC(=O)COC(=O)Cn1cnc2c1c(=O)n(C)c(=O)n2C,1.7,7.1
Nc1c(C(=O)CSc2nc3ccccc3o2)c(=O)[nH]c(=O)n1C1CC1,12.3,-1.1
Cc1c(CN2CCCC(C(=O)c3cccc(OC(C)C)c3)C2)c(=O)n(-c2ccccc2)n1C (configuration not stated),-0.1,13.2
CN1CCN(c2ncnc3c2ncn3[C@H]2CN(Cc3ccc(-c4ccccc4)cc3)C[C@@H](CO)O2)CC1,5.6,9.5
Cc1ccc(NC(=O)COC(=O)c2ccc(S(=O)(=O)N3CCCCC3)cc2)cc1,-19.0,6.2
Cc1ccc(C)n1-c1nn(S(=O)(=O)c2ccccc2)c2cccc(F)c12,-12.8,-3.5
Cc1ccc(Oc2ncccc2CO)cc1,-5.4,6.9
CC(=O)c1ccc(-c2ccc(C(=O)NCC(c3ccc(F)cc3)N3CCOCC3)o2)cc1 (configuration not stated),-25.9,3.8
CCCCC(c1nnnn1CCOC)N1CCN(C(=O)c2ccco2)CC1 (configuration not stated),-3.2,2.8
COc1ccccc1N(C)S(=O)(=O)c1ccc(C(=O)OCC(=O)Nc2cc(C)on2)cc1,16.8,2.8
